TLR9-MyD88 inh: inhibitors of human TLR9-MyD88 binding. Q9NR96+Q99836. CHO BLA complementation TLR9-MyD88, CCF4 FRET ratio. inhibition, % at 4.98 µM. 340,000 tested, 0.21% active;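 active = inhibition above the mean over all tested compounds plus 3 SD, cut at about 21% in these data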;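 also: 0% = DMSO only wells and 100% = clavulanate BLA inhibitor control wells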
SRC2 inh: human SRC2 (NCOA2) inhibition; Q15596; HEK293 GAL4-SRC2 luciferase reporter, luminescence; 370,000 tested, 0.17% active; inhibition, % at 9 µM;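 active = inhibition above the mean inhibition of all tested compounds plus 3 SD, set per campaign, cut at about 52% in these data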;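 also: 0% = DMSO treated cells and 100% = cells given Gossypol at 36 µM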
MC4R antagonist: antagonists of human melanocortin 4 receptor (MC4R) | inhibition, % at 6.5 µM | 360,000 tested, 0.48% active | MC4R-expressing cells, MTII-stimulated cAMP, LANCE TR-FRET | P32245;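 active = inhibition above its plate's cutoff, the mean of tested wells on that plate plus 3 SD, cut at about 29% in these data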;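 also: 0% = Melanotan II alone and 100% = Melanotan II plus saturating MCL0020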
Target sequence (P32245 whole entry, looked up): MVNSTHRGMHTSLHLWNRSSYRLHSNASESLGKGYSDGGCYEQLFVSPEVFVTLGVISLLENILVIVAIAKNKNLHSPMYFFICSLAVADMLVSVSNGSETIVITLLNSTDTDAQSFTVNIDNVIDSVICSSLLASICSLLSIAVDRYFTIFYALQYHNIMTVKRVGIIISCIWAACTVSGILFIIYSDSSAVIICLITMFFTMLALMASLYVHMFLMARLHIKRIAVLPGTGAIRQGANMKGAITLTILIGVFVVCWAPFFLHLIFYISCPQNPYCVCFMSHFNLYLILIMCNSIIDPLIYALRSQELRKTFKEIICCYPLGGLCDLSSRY
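Material – human MC4R-expressing U2OS cells · Repeats – no replicates · Detection – TR-FRET with Eu-cAMP and labeled anti-cAMP, 671 nm · Times – compound 30 min, challenge 1 h, detection 1 h · Compound – single nominal compound dose of 6.5 µM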
LRH-1 inv ag: inverse agonists of human LRH-1 (NR5A2) | O00482 | HEK293T StAR-luciferase reporter, LRH-1 transfected, 24 h | inhibition, % at 3.6 µM | 360,000 tested, 0.13% active | AID 602396;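 active = inhibition above the mean inhibition of all tested compounds plus 3 SD, cut at about 73% in these data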;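 also: 0% = DMSO wells and 100% = reporter-only cells lacking LRH-1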
NCOA3 inh: human NCOA3 inhibition. Q9Y6Q9. 360,000 tested, 0.17% active. HEK293 GAL4-SRC3 luciferase reporter, luminescence. inhibition, % at 3.6 µM. AID 588352;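 active = inhibition above a per-campaign cutoff, the mean of all compounds plus 3 SD, cut at about 60% in these data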;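 also: 0% = DMSO-treated cells and 100% = gossypol-treated cells at 36 µM; higher means less SRC3-driven luciferase light from the GAL4 reporter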
ABHD5 PLIN5 PPI: inhibitors of human ABHD5-perilipin-5 interaction; Q00G26+Q8WTS1; inhibition, % at 4 µM; AID 602281; 360,000 tested, 0.78% active; Split G. princeps luciferase complementation, luminescence, 4 h;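 active = inhibition above the mean inhibition across every tested compound plus 3 SD, cut at about 22% in these data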;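 also: 0% = DMSO only wells and the 100% control is not disclosed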
NOD2-RIPK2 inh: blocks binding of human NOD2 to RIPK2; O43353; CHO BLA complementation NOD2-RIPK2, CCF4 ratio; inhibition, % at 4.98 µM; 360,000 tested, 0.38% active; AID 624267; in the data active = inhibition above about 21%;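 also: 0% = vehicle only and 100% = reference blocker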
Target sequence (O43353 whole entry, looked up): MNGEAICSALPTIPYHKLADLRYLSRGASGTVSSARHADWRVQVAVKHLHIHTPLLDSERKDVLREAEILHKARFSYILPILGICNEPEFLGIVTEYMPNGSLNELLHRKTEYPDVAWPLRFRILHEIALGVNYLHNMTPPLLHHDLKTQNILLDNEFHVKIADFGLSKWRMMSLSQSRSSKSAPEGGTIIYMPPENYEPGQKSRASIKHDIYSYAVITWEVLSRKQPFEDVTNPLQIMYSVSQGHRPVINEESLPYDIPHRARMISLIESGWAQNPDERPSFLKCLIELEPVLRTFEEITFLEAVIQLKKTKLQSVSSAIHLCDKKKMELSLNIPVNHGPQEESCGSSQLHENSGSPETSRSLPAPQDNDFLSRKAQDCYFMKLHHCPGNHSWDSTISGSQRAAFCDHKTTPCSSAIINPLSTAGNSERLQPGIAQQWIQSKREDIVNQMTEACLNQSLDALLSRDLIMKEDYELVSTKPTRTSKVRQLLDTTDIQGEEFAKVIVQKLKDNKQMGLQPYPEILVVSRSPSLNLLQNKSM
SRC1 inh: human NCOA1 inhibition | AID 588354 | Q15788 | 360,000 tested, 0.12% active | inhibition, % at 3.6 µM | HEK293 GAL4-SRC1 luciferase reporter, luminescence;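 active = inhibition above the campaign mean plus 3 SD, with each screening campaign given its own cutoff, cut at about 60% in these data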;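 also: 0% = DMSO treated cells and 100% = gossypol at 36 µM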
LMP1 NFkB inh: reduces LMP1-driven NF-kappaB luciferase signal; LMP1-induced NF-kappaB luciferase reporter cells, luminescence; inhibition, % at 12.5 µM; 350,000 tested, 0.69% active; in the data active = inhibition above about 41%;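 also: 0% = neutral control wells and 100% = reference inhibitor control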
COUP-TFII inh: NR2F2 (human) inhibition, primary screen. HEK293T NGFI-A luciferase reporter, luminescence. inhibition, % at 8.6 µM. AID 686940. 370,000 tested, 0.7% active. P24468;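 active = inhibition above a per-plate cutoff, mean inhibition of test wells between control levels plus 3 SD, cut at about 38% in these data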;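 also: cells cotransfected with COUP-TFII expression vector driving the NGFI-A reporter; 0% = median of COUP-TF2 test wells and 100% = reporter-only cells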
MC4R ag barr: activates human MC4R beta-arrestin recruitment; P32245; U2OS MC4R beta-arrestin complementation, luminescence; percent of melanotan II response, DMSO zero; 360,000 tested, 0.98% active; activation, % at 8.9 µM; AID 540308;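 active = activation above a per-plate cutoff, the mean activation of sample wells on that plate plus 3 SD, cut at about 8% in these data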
The depositor's hits bear a star. Only part of the results is shown; count on the stated rates, not on these rows.

SRC1 inh,TLR9-MyD88 inh,COUP-TFII inh,NCOA3 inh,SRC2 inh,LRH-1 inv ag,LMP1 NFkB inh,MC4R ag barr,MC4R antagonist,ABHD5 PLIN5 PPI,NOD2-RIPK2 inh,structure
1,-11,12,-26,-23,9,-1,-1.0,-6,4,-3,O=C(O)CCNC(=O)/C(=C/c1ccco1)NC(=O)c1ccco1
5,7,1,4,2,1,9,1.6,-1,-8,-6,CCn1c(SCC(=O)NC2CCCC2)nc2c(c1=O)SCC2
-28,-5,4,4,-7,8,9,-0.3,-5,2,1,COC(=O)Cn1cc(C(=O)OC)cc(Br)c1=O
-16,9,-2,3,9,-19,1,-2.8,3,-4,-1,Cc1ccc(S(=O)(=O)N2CCN(C)CC2)cc1C
14,0,7,4,-15,21,-7,0.9,-3,-27,2,COc1ccc(N2CCOCC2)c(NC(=O)c2cc3ccccc3o2)c1
-47,3,-65,-23,-53,-19,-2,-0.3,7,-13,-8,Cc1ccc2nc(N3C(=O)C(O)=C(C(=O)c4ccco4)C3c3cccc(O)c3)sc2c1 (stereo not given)
-4,0,6,-2,3,9,-10,-2.5,0,0,4,COc1ccc(/C=C/C(=O)N(C)CC(=O)Nc2cccc(F)c2)cc1S(=O)(=O)N1CCCCC1
-1,-9,-2,-22,2,-2,10,-0.6,-2,1,-5,COc1cc(NC(=S)N2CCN(C/C=C/c3ccccc3)CC2)cc(OC)c1
-8,-3,5,-5,-13,1,-17,0.4,1,-4,3,CC(C)N1CCN(c2ccncc2S(=O)(=O)N2CCN(C)CC2)CC1
-27,12,8,5,4,5,2,-1.2,0,4,-12,C/C(=N\OCC(=O)OCC(=O)N(C)c1ccccc1)c1ccc2c(c1)OCO2
-8,-13,1,-1,12,4,2,-1.1,4,4,-3,O=C(NCC1CCCO1)c1ccc2c(c1)ncn2-c1cccc(F)c1 (stereo not given)
-31,6,5,21,-25,-5,7,1.0,12,1,9,Cc1ccc(N(CC(=O)N2CCN(c3ccc(F)cc3)CC2)S(=O)(=O)c2c(C)noc2C)cc1

Next records
SRC1 inh,TLR9-MyD88 inh,COUP-TFII inh,NCOA3 inh,SRC2 inh,LRH-1 inv ag,LMP1 NFkB inh,MC4R ag barr,MC4R antagonist,ABHD5 PLIN5 PPI,NOD2-RIPK2 inh,structure
-24,6,-13,-14,-17,12,-15,8.7*,-7,-6,0,COc1ccc(COc2ccsc2C(=O)Nc2ccc(Cl)cc2)cc1
-14,-17,2,-13,8,-1,-19,0.5,15,5,4,Clc1cccc(CN2CCN(Cc3ccco3)CC2)c1
1,4,14,-2,-32,4,11,-0.1,6,3,-12,O=c1c2ccccc2ncn1Cc1ccc2c(c1)OCO2
1,0,16,11,-27,5,-5,-1.2,1,-4,-2,COc1ccc(C)cc1NC(=O)C(Sc1nnc(-c2cccs2)o1)c1ccccc1 (stereo not given)
-18,-3,-20,-4,8,2,-16,-2.7,0,5,6,COc1c(C)cc(C(=O)C2CCCN(C(=O)/C=C/c3ccccn3)C2)cc1C (stereo not given)
-10,1,3,-2,-1,4,-7,0.0,-5,-2,-8,C[C@@H]1CN([C@H](C)CO)C(=O)CCCn2nncc2CO[C@H]1CN(C)Cc1ccc2c(c1)OCO2
22,-14,65*,4,16,32,4,-0.7,0,2,-10,COc1ccc(CNc2cc(C)nc3ncnn23)c(OC)c1
19,0,1,-10,-27,-18,2,-1.1,7,-6,5,O=[N+]([O-])c1ccc(S(=O)(=O)NCC(c2ccc3c(c2)OCO3)N2CCOCC2)cc1 (stereo not given)
-7,-1,7,-6,1,-5,1,-1.8,10,5,-5,Cc1cc(=O)[nH]c(SCC(=O)NCc2ccco2)n1
4,1,-4,0,13,0,5,-3.1,8,-4,-9,COc1ccc(C(=O)N2CCCC(N3CCN(c4ccccc4OC)CC3)C2)c(OC)n1 (stereo not given)
-18,-16,6,-11,-17,1,-7,-0.6,3,1,3,CC12CCC(C[N+](C)(C)C1)C2(C)C (stereo not given)
-12,-16,19,26,9,18,2,0.0,6,-2,-24,COc1ccc2c(c1)[nH]c1c(N3CCSCC3)ncnc12

Structures above that have a Cl atom (two):
SRC1 inh,TLR9-MyD88 inh,COUP-TFII inh,NCOA3 inh,SRC2 inh,LRH-1 inv ag,LMP1 NFkB inh,MC4R ag barr,MC4R antagonist,ABHD5 PLIN5 PPI,NOD2-RIPK2 inh,structure
-24,6,-13,-14,-17,12,-15,8.7*,-7,-6,0,COc1ccc(COc2ccsc2C(=O)Nc2ccc(Cl)cc2)cc1
-14,-17,2,-13,8,-1,-19,0.5,15,5,4,Clc1cccc(CN2CCN(Cc3ccco3)CC2)c1

The results go on.
SRC1 inh,TLR9-MyD88 inh,COUP-TFII inh,NCOA3 inh,SRC2 inh,LRH-1 inv ag,LMP1 NFkB inh,MC4R ag barr,MC4R antagonist,ABHD5 PLIN5 PPI,NOD2-RIPK2 inh,structure
-17,-3,-14,24,-9,9,1,-2.8,2,-4,-4,O=C(c1ccccc1Br)N1CCn2c1nc1ccccc12
3,6,-12,-22,3,-7,3,0.7,9,1,0,O=S(=O)(Nc1cccc(-n2cnnn2)c1)c1ccccc1
-2,-2,-5,-8,-24,0,4,-1.5,12,3,2,O=C(NC1CCN(Cc2ccccc2)CC1)c1cccc(OC(F)F)c1
-11,2,-10,22,-4,14,-4,2.7,3,-4,-4,CCOc1ccc(-n2c(=O)c3c4c(sc3n(CC(=O)NCc3ccco3)c2=O)CCC4)cc1
-22,0,-25,-2,-15,4,5,-1.5,-2,-3,-9,Cc1cccc(NS(=O)(=O)c2ccc(C)c(NS(=O)(=O)c3cccs3)c2)c1
-45,1,-2,-22,-20,-36,2,1.4,5,7,-4,Cc1occc1-c1nnc(SCC(=O)N(C)C)o1
-11,6,3,21,-21,19,0,0.6,-4,-1,-5,Cc1ccc(C(=O)COC(=O)CCC(=O)NC2CCCCC2)cc1C
-9,-9,12,-4,-11,-16,1,-0.1,13,1,2,C/C=C(\C)C(=O)N1CC2(CC(c3cccc(NC(=O)COc4ccc(Cl)cc4)c3)=NO2)C[C@@H]1C(N)=O (stereo not given in full)
2,2,-3,6,-20,-2,-5,-0.2,9,-4,2,COC(=O)c1cc(OC(=O)c2ccc(=O)[nH]c2)cc(C(=O)OC)c1
7,-2,-8,-5,-38,8,-6,0.5,0,3,-5,COCCNc1ccc(N2C(=O)C3CCCCC3C2=O)cc1[N+](=O)[O-] (stereo not given)
-7,0,12,9,-18,15,5,-0.8,1,-4,7,CC(=O)Nc1ccc(OC(=O)CC2SC(=O)NC2=O)cc1 (stereo not given)
-9,1,-1,10,5,-13,-6,-1.6,-4,-5,-9,CC(Oc1ccccc1)C(=O)OCC(=O)N1CC(=O)Nc2ccccc21 (stereo not given)

Other compounds follow:
SRC1 inh,TLR9-MyD88 inh,COUP-TFII inh,NCOA3 inh,SRC2 inh,LRH-1 inv ag,LMP1 NFkB inh,MC4R ag barr,MC4R antagonist,ABHD5 PLIN5 PPI,NOD2-RIPK2 inh,structure
12,10,11,16,11,6,-12,-0.3,-8,2,2,O=C(NCc1ccccn1)C12CC3CC(CC(C3)C1)C2
-35,-5,-19,-15,0,-10,-9,-2.9,11,-8,-18,O=C(CSc1nnc(SCc2ccc(Cl)cc2)s1)N/N=C/c1ccc(C(=O)O)cc1
-11,3,-28,-15,-34,-40,-7,-5.3,-6,-7,5,O=[N+]([O-])c1ccc(S(=O)(=O)Nc2cccc(-c3ccc(N4CCCC4)nn3)c2)cc1
7,-10,9,1,-17,-1,1,-1.0,3,1,-3,Cc1[nH]c(=O)[nH]c(=O)c1CSc1nnc([C@@H](NC(=O)OC(C)(C)C)C(C)C)o1
-13,3,5,3,-18,-5,-5,7.7,10,-3,-2,CCc1ccc2oc(=O)cc(CN3CCN(c4ccc(F)cc4)CC3)c2c1
-8,-4,3,-17,3,-3,6,-5.0,-6,4,8,COc1ccc(CCNC(=O)CN(c2cccc([N+](=O)[O-])c2)S(C)(=O)=O)cc1
10,9,-1,-22,-6,16,-2,-0.9,-1,-10,4,COc1cccc(/C=N/NC(=O)CCC(=O)Nc2ccc(Br)cc2)c1
-27,0,4,-28,-1,-1,-9,-0.1,-1,-5,-7,CN(Cc1ccccc1)C(=O)COC(=O)C1=NNC(=O)CC1
-14,-1,-3,19,-11,-27,0,-0.5,29*,-1,2,Cc1cc(C)c(/C=N/n2c(C)cc(C)c(C#N)c2=O)c(C)c1
-3,3,-8,-8,-17,2,-2,-1.7,11,3,7,CC1CCN(C(=O)CN2C(=O)C(C)(C)Oc3ccc(C(=O)NC4CCCC4)cc32)CC1
4,-18,19,5,-10,18,-2,-1.2,10,-2,0,CC1CCN(S(=O)(=O)c2ccc(Cl)cc2)CC1
11,3,6,10,0,-6,-4,-2.9,4,2,-3,O=C(COC(=O)c1cccc(C(F)(F)F)c1)NCc1ccc(Cl)cc1

Carrying on.
SRC1 inh,TLR9-MyD88 inh,COUP-TFII inh,NCOA3 inh,SRC2 inh,LRH-1 inv ag,LMP1 NFkB inh,MC4R ag barr,MC4R antagonist,ABHD5 PLIN5 PPI,NOD2-RIPK2 inh,structure
-26,-7,5,6,-8,-15,-4,0.0,8,-5,0,CNC(=O)c1[nH]cnc1C(=O)N[C@@H](CC(C)C)C(=O)OC(C)(C)C
-5,0,20,4,1,6,-7,0.2,13,1,2,Cc1ccc(C)c(NS(=O)(=O)c2ccc(OCC(=O)NCc3ccccn3)cc2)c1
6,-4,7,-12,17,3,-5,-0.8,7,2,-15,CN(C(=O)CCn1c(=S)oc2ccccc21)C1CCCCC1
2,5,10,0,6,18,-5,-1.4,10,-3,2,CCC(C)[C@H](NC(=O)NCC1CCCO1)C(=O)OC (stereo not given in full)
-60,1,-41,-66,-27,-111,-26,0.4,1,6,1,Cc1ccc(OCCOc2cccc(Br)c2)c([N+](=O)[O-])n1

Screening results (PubChem BioAssay)
